# Screening results from PubChem.
# HIV peptide binding: inhibitors of HIV fusion peptide binding, primary screen, biochemical, uHTS, fluorescence dequenching (AID 1986). cell-free peptide binding, fluorescence dequenching, 30 min; higher % means a stronger effect. one-dose inhibition, % at 20 µM; IC50 in µM for titrated hits. hit rate 0.3% among 290,000; in the data active = inhibition mostly above about 52%, no sharp cut-off; inactive = mostly below about 76%; also: some results filed as inactive read as strong as hits
# AID2073: inhibitors of Mint1-CaV2.2 protein interaction, biochemical, HTRF (AID 2073); HTRF protein-protein interaction, Mint1-CaV2.2; higher % means a stronger effect; one-dose inhibition, % at 20 µM; IC50 in µM for titrated hits; hit rate 0.19% among 290,000; in the data active = inhibition mostly above about 51%, no sharp cut-off; also: some results filed as inactive read as strong as hits
# SIAH1 antagonists: blockers of Siah-1 interaction with plectin peptide – biochemical, fluorescence polarization, rhodamine-plectin, uHTS, primary screen (AID 1817) | hit rate 0.02% among 290,000 | one-dose displacement, % at 20 µM; IC50 in µM for titrated hits | Siah-1 / rhodamine-plectin peptide fluorescence polarization; higher % means a stronger effect;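 active = displacement of at least 50% at 20 µM, with a fluorescence ratio check between 0.3 and a set limit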;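 also: plate controls were Siah plus tracer with DMSO for no effect and tracer alone without Siah for full effect; strong numbers were not always called active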
# GPR35 arrestin U2OS: inhibition of zaprinast-stimulated GPR35 beta-arrestin translocation – imaging, U2OS, beta-arrestin-GFP, zaprinast agonist, primary screen (AID 2058) | U2OS GPR35 beta-arrestin-GFP translocation imaging, zaprinast antagonism; higher % means a stronger effect | one-dose inhibition, % at 10 µM; IC50 in µM for titrated hits | hit rate 0.052% among 290,000;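 active = inhibition of at least 50% with at least 30 cells and total cytoplasm GFP at most 10,000,000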
# NTR1 ag: NTR1-driven beta-arrestin-GFP spot formation – imaging, U2OS cells, high content, primary screen (AID 493036) | P30989 | agonist mode | activation, % at 20 µM | hit rate 0.17% among 330,000;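 active = activation at or above 40% of the spot to cytoplasm intensity ratio, with at least 20 cells analyzed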;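 also: 0% = DMSO without peptide and 100% = 100 nM NTR1 peptide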
# Target sequence (P30989 whole entry, looked up): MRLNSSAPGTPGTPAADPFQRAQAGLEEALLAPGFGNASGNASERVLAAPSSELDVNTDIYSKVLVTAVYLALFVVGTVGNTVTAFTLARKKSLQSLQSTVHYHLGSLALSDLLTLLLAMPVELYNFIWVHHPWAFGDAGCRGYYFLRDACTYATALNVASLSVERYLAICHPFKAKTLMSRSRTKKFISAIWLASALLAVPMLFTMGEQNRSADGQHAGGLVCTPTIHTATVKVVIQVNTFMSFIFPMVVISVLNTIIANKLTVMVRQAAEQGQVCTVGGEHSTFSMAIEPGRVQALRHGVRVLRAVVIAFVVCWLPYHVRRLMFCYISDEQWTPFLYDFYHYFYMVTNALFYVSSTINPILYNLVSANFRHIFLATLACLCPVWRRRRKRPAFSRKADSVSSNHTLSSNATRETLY
# GPR55 LPI antagonism: GPR55 antagonists blocking LPI-driven arrestin recruitment, primary screen, imaging, U2OS, beta-arrestin-GFP, LPI agonist (AID 2013). inhibition, % at 10 µM, or IC50 in µM where a hit was titrated. hit rate 0.13% among 290,000. U2OS GPR55 beta-arrestin-GFP translocation imaging, LPI antagonism; higher % means a stronger effect;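 active = spots per cell inhibited over 60%, with over 100 cells counted and total cytoplasm intensity under 500,000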;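 also: U2OS cells stably carrying GPR55 and arrestin-GFP stimulated by 5 µM LPI near EC80; imaged beta-arrestin-GFP aggregate spots per cell after agonist stimulation; plate controls were LPI-stimulated DMSO wells for no effect and DMSO wells without LPI for full effect; some results filed as inactive read as strong as hits; confirmed hits need IC50 under 10 µM and bright autofluorescent wells are also inconclusive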
# GPR55 activation: GPR55 agonists via beta-arrestin recruitment, primary screen, imaging, U2OS cells, beta-arrestin-GFP redistribution (AID 1961); activation, % at 10 µM, or EC50 in µM where a hit was titrated; hit rate 0.048% among 290,000; U2OS GPR55 beta-arrestin-GFP redistribution imaging; higher % means a stronger effect;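 active = activation above 40% with more than 50 cells counted in the well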;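 also: U2OS osteosarcoma cells stably expressing GPR55 and beta-arrestin-GFP; plate controls were DMSO negative control for no effect and LPI positive control for full effect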
# Dengue-2 NS5 capping: Dengue-2 NS5 methyltransferase inhibitors, primary screen, biochemical, confirmation dose response (AID 588689); hit rate 0.3% among 340,000; Dengue-2 NS5 methyltransferase capping enzyme assay, biochemical; higher % means a stronger effect; one-dose inhibition, % at 25 µM; IC50 in µM for titrated hits; in the data active = a potency from the dose series
# K1F lysis inhibition: protection from phage-mediated lysis, alamar blue read-out – E. coli UTI89, K1F phage, bacterial capsule biogenesis inhibitors (AID 488966); hit rate 0.02% among 340,000; E. coli UTI89 K1F phage lysis, alamar blue, 2 h; higher % means a stronger effect; one-dose inhibition, % at 100 µM; IC50 in µM for titrated hits;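 active = phage lysis inhibition, versus mean bacterial control, above a set limit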;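 also: capsule biogenesis inhibitors block K1F phage lysis so surviving cells raise fluorescence; higher fluorescence means more inhibition of phage lysis; actives were called in the ten point dose series up to 300 µM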
# NTR1 ag cell count 20 µM: second read-out of NTR1 ag, no call of its own (marks repeat the call); cell count; measured here: cell count, cytotoxicity flag
# Numbers without * were called inactive; [ ] = dose if it differs, or a comment.
No. | smiles | NTR1 ag | HIV peptide binding | Dengue-2 NS5 capping | GPR55 LPI antagonism | GPR55 activation | SIAH1 antagonists | K1F lysis inhibition | GPR35 arrestin U2OS | NTR1 ag cell count 20 µM | AID2073
1 | CCCCNC(=O)CCn1nc(-c2ccc(Cl)cc2)c2ccccc2c1=O | 0.8 | 0.5% | 2% | 2% | -0.2% | 2% | 0.3% | 3% | 46 | 13%
2 | Cc1cc(C)cc(NS(=O)(=O)c2cc3[nH]c(=O)c(=O)[nH]c3cc2C)c1 | -2.4 | -1.1% | -7% | 2% | -0.3% | -4% | 3.0% | -11% | 48 | -3%
3 | Cc1cc(OCC(=O)NC(C)C)cc(C)c1Cl | -0.3 | 1.9% | -3% | 13% | 0.1% | 12% | 0.0% | -13% | 75 | 10%
4 | CCOC(=O)c1cnc(SC)nc1Oc1cccc(NC(=O)c2cccc(Cl)c2Cl)c1 | 5.6 | -0.4% | -3% | 9% | -0.2% | -2% | 0.4% | 8% | 60 | -3%
5 | COc1cccc(CC(NC(C)=O)C(=O)NC2CCN(C(=O)NCc3ccccc3)CC2)c1 (stereo unspecified) | -1.0 | 0.1% | -7% | 7% | -0.1% | -1% | 0.4% | -15% | 39 | -3%
6 | N#CC1=C(SCc2ccccc2)NC(=O)CC1c1ccc(O)cc1 (stereo unspecified) | 1.6 | 1.2% | -6% | 0% | -0.1% | -2% | -1.1% | -3% | 69 | 7%
7 | Cc1ccccc1NC(=O)Cc1nc(-c2ccc3ccccc3c2)cs1 | 4.7 | 1.3% | 5% | -5% | -0.1% | 3% | 1.6% | 6% | 66 | 0%
8 | CC1CC(C)CN(CCCNS(=O)(=O)c2ccc3c(c2)CCN3C(=O)C2CC2)C1 (stereo unspecified) | 0.3 | -0.1% | -15% | 9% | 0.2% | 8% | 0.4% | -3% | 58 | 1%
9 | Oc1ccccc1C1=Nc2ncnn2C(c2ccc(F)cc2)C1 (stereo unspecified) | 1.4 | 4.9% | -8% | -1% | -0.2% | 8% | 0.2% | 4% | 52 | 5%
10 | Cc1[nH]n(-c2ccccc2)c(=O)c1C(C[N+](=O)[O-])c1ccccc1Cl (stereo unspecified) | 2.1 | -2.9% | -9% | -1% | -0.2% | -3% | -0.5% | 16% | 47 | 3%
11 | Cc1cccc(N=Nc2cnc(N)s2)c1 | 1.2 | -2.7% | 1% | 1% | -0.2% | 5% | 0.5%[50 µM] | -10% | 49 | -22%
12 | O=C(CN(Cc1ccccc1)C(=O)c1csnn1)NCCc1ccccc1 | -1.0 | 1.0% | 2% | 2% | 0.4% | -4% | 0.0% | -6% | 42 | 5%
13 | CC(OC(=O)c1cccnc1)C(=O)NCc1ccc2c(c1)OCO2 (stereo unspecified) | 0.8 | 0.8% | -3% | 1% | 0.5% | 2% | 1.3%[50 µM] | -1% | 42 | 22%
14 | CN(C)c1ccc(NC(=O)CN2CCC(C(=O)c3ccc(F)cc3)CC2)cc1 | -0.1 | -0.7% | -10% | -1% | 0.2% | 0% | -2.2% | -5% | 64 | -8%
15 | O=C(Cc1ccccc1)Nc1ccccc1N1CCCC1 | 1.0 | -1.4% | -5% | -12% | -0.2% | -1% | 0.2% | 6% | 84 | -7%
16 | COC(=O)NCCOc1cc(C)ccc1C | -0.5 | 0.5% | -11% | 6% | 0.2% | 5% | 1.5%[50 µM] | 4% | 54 | -2%
17 | CN(C)c1nc(Oc2ccc(=O)n(C)n2)nc(N2CCOCC2)n1 | -0.5 | -2.8% | -6% | -3% | 0.2% | 6% | 0.1% | -4% | 37 | 8%
18 | CCSC1=NCCN1C(=O)c1c(-c2ccccc2Cl)noc1C | -0.4 | -0.9% | 4% | 8% | -0.1% | 8% | 0.2% | 1% | 68 | -6%

# Structures from the list above with a Cl atom, in the order listed:
No. | smiles | NTR1 ag | HIV peptide binding | Dengue-2 NS5 capping | GPR55 LPI antagonism | GPR55 activation | SIAH1 antagonists | K1F lysis inhibition | GPR35 arrestin U2OS | NTR1 ag cell count 20 µM | AID2073
1 | CCCCNC(=O)CCn1nc(-c2ccc(Cl)cc2)c2ccccc2c1=O | 0.8 | 0.5% | 2% | 2% | -0.2% | 2% | 0.3% | 3% | 46 | 13%
3 | Cc1cc(OCC(=O)NC(C)C)cc(C)c1Cl | -0.3 | 1.9% | -3% | 13% | 0.1% | 12% | 0.0% | -13% | 75 | 10%
4 | CCOC(=O)c1cnc(SC)nc1Oc1cccc(NC(=O)c2cccc(Cl)c2Cl)c1 | 5.6 | -0.4% | -3% | 9% | -0.2% | -2% | 0.4% | 8% | 60 | -3%
10 | Cc1[nH]n(-c2ccccc2)c(=O)c1C(C[N+](=O)[O-])c1ccccc1Cl (stereo unspecified) | 2.1 | -2.9% | -9% | -1% | -0.2% | -3% | -0.5% | 16% | 47 | 3%
18 | CCSC1=NCCN1C(=O)c1c(-c2ccccc2Cl)noc1C | -0.4 | -0.9% | 4% | 8% | -0.1% | 8% | 0.2% | 1% | 68 | -6%
